# Screening results deposited in PubChem by Johns Hopkins Ion Channel Center.
# KCNQ2 inh: KCNQ2 potassium channel inhibitors, primary screen, cell-based, CHO-K1, FluxOR thallium flux, B-score (AID 2156) | Potassium voltage-gated channel subfamily KQT member 2 (Rattus norvegicus), O88943 | 20 min; stronger effect = lower value | hit rate 1.1% among 310,000 | B-score at 10 µM;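 active = fluorescence ratio B-score at most minus 3 library SDs, with starting brightness B-score within 2 library SDs, cut at about -5.5 in these data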
# Target sequence (O88943 whole entry, looked up): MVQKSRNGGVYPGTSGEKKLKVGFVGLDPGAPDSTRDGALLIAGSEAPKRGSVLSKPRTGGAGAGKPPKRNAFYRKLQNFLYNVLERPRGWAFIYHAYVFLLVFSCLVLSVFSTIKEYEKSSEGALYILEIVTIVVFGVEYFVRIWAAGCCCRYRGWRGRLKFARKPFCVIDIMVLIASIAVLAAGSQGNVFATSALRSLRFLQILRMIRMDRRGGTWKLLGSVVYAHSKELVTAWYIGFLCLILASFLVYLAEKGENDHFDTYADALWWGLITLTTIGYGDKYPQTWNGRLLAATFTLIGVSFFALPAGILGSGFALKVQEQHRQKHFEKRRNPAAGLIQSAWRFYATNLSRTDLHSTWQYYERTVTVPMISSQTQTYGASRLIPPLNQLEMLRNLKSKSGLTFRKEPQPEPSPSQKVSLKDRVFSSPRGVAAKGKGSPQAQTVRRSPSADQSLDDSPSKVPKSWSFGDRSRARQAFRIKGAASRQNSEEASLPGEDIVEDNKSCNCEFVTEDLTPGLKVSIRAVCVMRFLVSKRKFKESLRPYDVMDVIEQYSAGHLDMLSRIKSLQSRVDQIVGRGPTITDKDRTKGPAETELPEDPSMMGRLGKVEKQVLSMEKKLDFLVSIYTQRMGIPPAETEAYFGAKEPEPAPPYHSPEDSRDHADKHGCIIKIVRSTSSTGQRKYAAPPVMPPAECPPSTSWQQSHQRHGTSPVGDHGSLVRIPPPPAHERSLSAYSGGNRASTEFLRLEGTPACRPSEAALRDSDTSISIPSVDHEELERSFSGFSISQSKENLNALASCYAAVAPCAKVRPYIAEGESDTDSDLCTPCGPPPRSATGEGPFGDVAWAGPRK
# CHT block: inhibitors of human choline transporter CHT; High affinity choline transporter 1 (Homo sapiens), Q9GZV3; CHT-expressing cells, membrane potential dye, choline response; stronger effect = lower value; B-score at 10 µM; hit rate 0.86% among 310,000; AID 488975, 2010;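 active = B-score over 3 SD under the library average, and starting fluorescence ratio not unusually high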;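 note: choline stimulus applied at its EC90 after an EC20 pre-addition; B-score computed on integrated fluorescence ratio after choline addition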
# Starred values were filed as active, the others as inactive; i = inactive; / = no result given.
SMILES,KCNQ2 inh,CHT block
COc1ccccc1-c1cc(C(=O)NCc2ccccc2)no1,i,i
Cc1ccc(C)c(NC(=S)N2CCC(NC(=O)C3CCCCC3)CC2)c1,i,i
Cc1cc(C)c(NC(=O)/C=C\C(=O)O)c([N+](=O)[O-])c1,i,i
CCN1CCN(c2ccc(NC(=O)c3cccc(F)c3)cc2Cl)CC1,i,i
CCOc1ccc(NC(C(=O)Nc2cccc(C(C)=O)c2)c2ccccc2)cc1 (stereo not given),i,i
CC(C)(C)c1cc(OC(=O)c2ccncc2)ccc1O,/,i
CC(=O)COC(=O)C1CCN(S(=O)(=O)c2cc([N+](=O)[O-])ccc2Cl)CC1,i,i
COc1ccc(CCc2nnc(CCC(=O)N(C)Cc3ccnc4ccccc34)o2)cc1,i,i
O=C1OCc2cc(NC(=O)C3CCCCC3)ccc21,i,i
OCCC1CCCCN1CC(O)COCc1ccc(Cl)cc1 (stereo not given),i,i
COc1ccc(N(C(C)C(=O)Nc2ccc(S(=O)(=O)N3CCOCC3)cc2)S(C)(=O)=O)cc1 (stereo not given),i,i
CSc1ccc(S(=O)(=O)Nc2ccc3c(c2)NC(=O)CC3)cc1,i,i
O=C(Nc1cccnc1)c1ccc(-c2cc(Cl)ccc2Cl)o1,i,i
COc1cccc2sc(NN)nc12,i,i
Cc1ccc(CCNC(=O)c2ccc(CS(=O)(=O)Cc3ccc(F)cc3)o2)cc1,i,i
CN(CCCNC(=O)c1ccc(N2CCCC2=O)cc1)c1ccccc1,i,i
Cc1cc(C)cc(-n2nnnc2SCC(=O)Nc2nc(-c3ccc(Cl)cc3)cs2)c1,i,i
Cc1ccc2nsnc2c1N,i,i
Cc1cccnc1CCNC(=O)CCc1nnc(CCc2ccccc2)o1,i,i
COc1ccc(CCNC(=O)CCc2ccsc2)cc1OC,i,i
Cc1c(C(=O)N2CCCCC2)c(S(=O)(=O)NCc2ccc(F)cc2)c(C)n1C,i,i
C/C(=N\OC(=O)Nc1ccc(Cl)cc1)c1ncc(C(F)(F)F)cc1N1CCOCC1,i,i
CC(C)Oc1ccc(C(=O)Nc2ccc(C(F)(F)F)n(C)c2=O)cc1,i,i
CC(C)CC(=O)Nc1ccccc1-c1nnn(CC(=O)N2CCc3ccccc3C2)n1,i,i
CCN1CCN(c2ccc(S(=O)(=O)N3CCCCC3)cc2NC(=O)C(C)Oc2ccc(F)cc2)CC1 (stereo not given),i,i
O=C(Nc1ccccc1)Nc1ccccn1,i,i
Cc1noc(C)c1COC(=O)CCc1nc2ccccc2s1,i,i
CCCCN(CCCC)C(=O)c1cc2ccccc2c(=O)o1,i,i
CCN1CCN(S(=O)(=O)c2cc(OC)ccc2OC)CC1,i,i
CC(C)(C)OC(=O)NCCc1nnc(SCc2ccc(Cl)cc2Cl)o1,-5.9*,i
CNc1nc(-c2ccccc2)cc(C(F)(F)F)c1C#N,i,i
O=C(CNCC1CCCO1)Nc1ccccc1N1CCCCCC1 (stereo not given),i,i
NC(=O)NC(=O)CSc1nnc(-c2ccco2)n1Cc1ccccc1,i,i
COc1ccc(C)cc1NS(=O)(=O)c1cc(C)ccc1C,i,i
Cc1oc2ccc(O)cc2c1C(=O)c1ccc([N+](=O)[O-])cc1,i,i
Cc1ccc(C(=O)NC2CCC(C)CC2)o1 (stereo not given),i,i
COc1cccc(CNC(=O)c2cccc(S(=O)(=O)N3CCN(c4ccc(F)cc4)CC3)c2)c1,i,i
Cc1cc2nnc(SC3CCCCN(C(=O)c4ccc(F)cc4)C3=O)n2c2ccccc12 (stereo not given),i,i
CCCN1CCC(NC(=O)Nc2ccc(Br)cc2)CC1,i,i
O=C(O)c1ccc(/C=N/Nc2ccc(C(F)(F)F)cn2)cc1,i,/

# Entries of single compounds, looked up by structure. Order of values: KCNQ2 inh | CHT block
# CN(CCCNC(=O)c1ccc(N2CCCC2=O)cc1)c1ccccc1 as listed: i | i
# CC(C)Oc1ccc(C(=O)Nc2ccc(C(F)(F)F)n(C)c2=O)cc1 as listed: i | i
# CCCCN(CCCC)C(=O)c1cc2ccccc2c(=O)o1 as listed: i | i
# CC(=O)COC(=O)C1CCN(S(=O)(=O)c2cc([N+](=O)[O-])ccc2Cl)CC1 as listed: i | i
# CCN1CCN(c2ccc(S(=O)(=O)N3CCCCC3)cc2NC(=O)C(C)Oc2ccc(F)cc2)CC1 (stereo not given) as listed: i | i

# Next compounds follow:
SMILES,KCNQ2 inh,CHT block
CCc1ccccc1N(CC(=O)O)S(C)(=O)=O,i,i
COC(=O)c1ccccc1S(=O)(=O)N1CCC(C(=O)OC(C)C(=O)NC(N)=O)CC1 (stereo not given),i,i
Cc1ccc(-n2c(C)cc(/C=N\NC(=O)CC(=O)NC(C)C)c2C)cc1,i,i
CCCn1c(N2CCC(Cc3ccccc3)CC2)nc2c1c(=O)[nH]c(=O)n2C,i,i
CC(NC(=O)C12CC3CC(C)(CC(C)(C3)C1)C2)c1ccncc1 (stereo not given),i,i
C=CCNCc1ccccc1[N+](=O)[O-],i,i
CC(C)n1cc(/C=C2/NC(=O)N(c3cccc(Cl)c3)C2=O)c2ccccc21,i,i
c1ccc(-c2nn[nH]n2)cc1,i,i
CCOC(=O)c1cc(-c2ccc(C)cc2)n(CCC(=O)NCCCOC)c1C,i,i
CC(C)Cc1cc(C(=O)Nc2c(F)cc(F)cc2Br)no1,i,i
N#Cc1nc(-c2ccccc2Cl)oc1N1CCCCC1,i,i
CCCCNC(=O)c1cc2c(-c3ccc(Cl)cc3)nn(C)c2s1,i,i
O=C(NCCc1nnc2ccc(NCC3CCCO3)nn12)c1ccccc1 (stereo not given),i,i
CN1CCN(C(=O)c2cc(S(=O)(=O)Nc3ccccc3F)c(Cl)cc2Cl)CC1,i,i
Cc1nc(-c2ccncc2)sc1C(=O)Nc1ccc(Br)cc1,i,i
CCN(CC)c1ccc(NC(=O)CSc2nnc3nc(C)cc(C)n23)cc1,i,i
CCCCOCCCNC(=O)c1ccc([N+](=O)[O-])c(C)c1,i,i
O=C(O)c1ccc2[nH]c3c(c2c1)CCCC3,i,i
Cn1c(SCCc2ccc([N+](=O)[O-])cc2)nccc1=O,i,i
COc1ccc(N2CCN(C(=O)c3cc([N+](=O)[O-])ccc3N3CCN(CCO)CC3)CC2)cc1,i,i

# Three compounds picked at random from the list so far:
SMILES,KCNQ2 inh,CHT block
Cc1ccc(-n2c(C)cc(/C=N\NC(=O)CC(=O)NC(C)C)c2C)cc1,i,i
c1ccc(-c2nn[nH]n2)cc1,i,i
CCCCNC(=O)c1cc2c(-c3ccc(Cl)cc3)nn(C)c2s1,i,i

# (continued)
SMILES,KCNQ2 inh,CHT block
Cc1cccc(NC(=S)NNC(=O)CC(C)O)c1C (stereo not given),i,i
O=C1OC(Cc2ccccn2)C(O)=C1C1=NCCCN1 (stereo not given),i,i
CC(C)(C)NC(=O)NC(=O)CSc1nncs1,i,i
Cc1ccc(Nc2c(N)c(=O)oc3ccccc23)cc1,i,i
CCN(CC)c1nc2cc(OC)ccc2cc1C#N,i,i
CCCn1cc(SCC(=O)NC2CCCC2)c2ccccc21,i,i
COc1ccc(CN2C3CCCC2CC(NC(=O)Nc2ccccc2C)C3)cc1 (stereo not given),i,i
C=CCn1c(O)c(CN2CCN(Cc3ccccc3)CC2)c(C)c(C#N)c1=O,i,i
COC(=O)c1ccc(N/C=C/C(=O)c2ccccc2)cc1,i,i
Cc1ccc(S(=O)(=O)N(C)CC(=O)NC2CCCC2)cc1,i,i
CCCCc1c(O)nc(SCC(=O)NCCc2ccc(OC)c(OC)c2)[nH]c1=O,i,i
CN(C)S(=O)(=O)c1ccc(C(=O)NCC(c2cccs2)N2CCOCC2)cc1 (stereo not given),i,i
COC(=O)[C@@H](NC(=O)NCc1cccc(OC)c1)C(C)C,i,i
C[C@@]12C(=O)N(c3cccc(F)c3)C(=O)N1[C@H](c1ccc(Cl)cc1)[C@@H]1C(=O)N(C3CCCCC3)C(=O)[C@@H]12,i,i
CCN(CC)Cc1csc(C(N)=O)c1,i,i
CCCc1cc(=O)oc2cc(C)cc(OC(C)C(=O)NCc3ccncc3)c12 (stereo not given),i,i
O=C1S/C(=C\c2ccc(N3CCOCC3)o2)C(=O)N1c1ccccc1,i,i
Cc1ccc(N(C(=O)CNC(=O)c2ccco2)C(C(=O)NC2CCCCC2)c2cccnc2)c(C)c1 (stereo not given),i,i
CC(=O)Nc1ccc(NS(=O)(=O)c2cc([N+](=O)[O-])ccc2C)cc1,i,i
CCCCc1c(C)nc2cc(-c3ccco3)[nH]n2c1=O,i,i
Cc1nnc(NC(=O)CN2C(=O)c3ccccc3S2(=O)=O)s1,i,i
O=C(Nc1cccc(S(=O)(=O)N2CCCCCC2)c1)c1cc(=O)c2ccccc2o1,i,i
CCc1ccc(C2=NN(CCC(=O)NCc3cccs3)C(=O)CC2)cc1,i,i
CCOC(=O)N1CCN(C(=O)Cn2cc3c(n2)CCCC3)CC1,i,i
CCOc1ccc(CN2C(=O)c3ccccc3C2=O)cc1C(=O)O,i,i
CC(C)CCNCC(=O)NC(c1ccccc1)c1ccccc1,i,i
C(=N\n1cnnc1)/c1cccs1,i,i
COc1ccccc1NS(=O)(=O)c1cc2c(cc1C)NC(=O)CO2,i,i
COc1cc2nc(SCC(=O)NCc3ccco3)n(Cc3ccc(Cl)cc3)c(=O)c2cc1OC,i,i
c1nc(N2CCOCC2)c2c3c(sc2n1)CCCC3,i,i
OC(CN1CCN(c2cccc(C(F)(F)F)c2)CC1)c1c[nH]c2ccccc12 (stereo not given),i,i
Cc1cccc(/C=N/NC(=O)c2cc3c(s2)-c2ccccc2CC3)c1,/,i
NC(=O)COc1ccccc1,i,i
CCOc1cccc2sc(N(CCCN(C)C)C(=O)c3ccc(S(=O)(=O)N4CCCCCC4)cc3)nc12,i,i
C=C(C)C(=O)N1CC2(CC(c3cccc(NC(=O)/C=C\C=C/C)c3)=NO2)C[C@H]1C(N)=O (stereo not given in full),i,i
CCN1CCN(C(=O)CCNC(=O)Cn2cnc3ccccc3c2=O)CC1,i,i
Nc1c(C(=O)C2CC2)sc2nc3c(cc12)CCC3,i,i
O=C(CNC(=O)c1ccccc1)OCC(=O)c1ccccc1Cl,i,i
Cc1noc(C)c1C(=O)OC(C(=O)NC1CCCC1)c1ccc(F)cc1 (stereo not given),i,i
Cc1ccc(NC(=O)NCc2nc3ccccc3n2C)cc1,i,i

# Sorted by count of non-hydrogen atoms (rising): some entries from above.
SMILES,KCNQ2 inh,CHT block
c1nc(N2CCOCC2)c2c3c(sc2n1)CCCC3,i,i
Cc1nnc(NC(=O)CN2C(=O)c3ccccc3S2(=O)=O)s1,i,i
CCOc1ccc(CN2C(=O)c3ccccc3C2=O)cc1C(=O)O,i,i
CCc1ccc(C2=NN(CCC(=O)NCc3cccs3)C(=O)CC2)cc1,i,i

# More records follow:
SMILES,KCNQ2 inh,CHT block
O=C(Oc1cc(=O)oc2c1c(=O)n1c3c(cccc23)CC1)c1ccccc1,i,i
Cc1ccc(NC(=O)CCS(=O)(=O)c2cc3c(cc2Cl)NC(=O)CO3)cc1,i,i
CC1=C(C(=O)Nc2ccccc2)C(c2cccnc2)n2nc(-c3cccnc3)nc2N1 (stereo not given),i,i
N#C/C(=C(/O)c1ccc(F)cc1)c1nc2ccccc2s1,i,i
COC(=O)Cn1ncc(N2C3CC(CC(C)(C)C3)C2C)c(Cl)c1=O (stereo not given),i,i
COc1ccccc1-c1nnc(NC(=O)C(C)C)s1,i,i
Cn1c(-c2cccc([N+](=O)[O-])c2)cnc1NCc1cccc([N+](=O)[O-])c1,i,i
CN(C)S(=O)(=O)c1ccc(C(=O)NCC(=O)N/N=C/c2ccco2)cc1,i,i
O=C(C1CC(=O)N(c2ccc3c(c2)OCCO3)C1)N1CCN(c2ccccc2)CC1 (stereo not given),i,i
Cc1cc(C)nc(SC2CC(=O)N(c3ccc(C)c(C)c3)C2=O)n1 (stereo not given),i,i
Cc1cc(C)c(-c2csc(Cc3nc(-c4cc5ccccc5oc4=O)cs3)n2)cc1C,i,i
COc1ccc2cc3cc(C(=O)Nc4ccc5c(c4)OCO5)oc3nc2c1,i,i
O=C(NCCCn1cccn1)C1CCC(=O)N(Cc2ccccc2F)C1 (stereo not given),i,i
C=CCc1ccc(OCCOCCNCCCC)c(OC)c1,i,i
Cc1onc(C(=O)NCCc2ccccc2)c1[N+](=O)[O-],i,i
CCCOc1ccc(C2C(C(=O)OC)=CN(CCOC)C=C2C(=O)OC)cc1,i,i
CC1(c2nnc(Cc3ccccc3)o2)CC(c2ccccc2F)=NO1 (stereo not given),i,i
CC(C)C(=O)N1CCN(S(=O)(=O)c2ccc3ccccc3c2)CC1,i,i
O=C1N(c2ccc(Cl)c(Cl)c2)CN(Cc2ccccc2)CN1n1cnnc1,i,i
CCOc1ccc(NC(=O)CN(C)C(=O)c2ccc(-c3ccc(C(C)=O)cc3)o2)cc1OCC,i,i
Cc1nn2c(N3CCN(c4ccccn4)CC3)cc(C(C)C)nc2c1-c1ccccc1,i,/
COC(=O)C1=C(C)NC(=O)CC1c1ccccc1OC (stereo not given),i,i
Cn1c(NC(=O)c2ccc(Cl)cc2)cc(=O)n(C)c1=O,i,i
COc1cccc(C(=O)Nc2cnn(C(C)C)c2)c1,i,i
CC1CC(C)(C)N(C(=O)CSc2ccc(-c3ccc(F)cc3)nn2)c2ccccc21 (stereo not given),-5.7*,i
O=C(NC1(O)C(=O)c2ccccc2C1=O)c1ccccc1,i,i
c1ccc(-c2ccc3c(c2)NCCN3)cc1,i,i
NNC(=O)CNC(=O)c1cccc(Br)c1,i,i
FC(F)(F)C1=CC(c2ccc(Cl)cc2)=NCCN1,i,i
Cc1nc2c(c(N3CCOCC3)n1)OCC(=O)N2,i,i
Cc1ccc(NC(=O)CCc2nnc3ccc(NCc4ccco4)nn23)nc1,i,i
COc1ccc(NC(=O)CN(c2cc(C)cc(C)c2)S(=O)(=O)c2c(C)noc2C)cc1OC,i,i
